# Nrf2 ARE act: activators of Nrf2 (ARE) signaling; AID 624171; Potency, µM (titrated, usually from 46.1 µM), for inactives: at the highest dose activation, hits mostly activators; hit rate 0.31% among 410,000; AREc32 ARE-luciferase reporter (MCF7-derived line), luminescence, 24 h; note: potency is the fitted concentration of half-maximal effect; % of control where 0% means no effect; nearly all actives have a fitted effect of over 65% in size
#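 Steps: seed AREc32_Fluc cells (1000/well, 5% FBS OPTI-MEM); incubate overnight at 37 deg C; add 23 nL compound; incubate 24 hr; add Steady-Glo; hold 30 min RT; read luminescence.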
# ATXN viability: viability counter-screen for ATXN expression inhibitors; S2 cells (HEK-293 line with an ATXN2-luciferase reporter) viability, CellTiter-Fluor protease fluorescence, 24 h; hit rate 0.49% among 400,000; Potency, µM (doses to about 56.7 µM), usual class: cytotoxic; note: potency is the fitted concentration of half-maximal effect; nearly all actives have a fitted effect of over 40% in size
# Nrf2 block: blocks Nrf2 signaling; Potency, µM (doses to about 46 µM), for the others: at the top dose activity change, negative = inhibition, actives largely listed as inhibitors; A549 ARE-Fluc reporter, luciferase luminescence, 18-24 h; AID 504444; hit rate 2.1% among 360,000; note: potency is the fitted concentration of half-maximal effect; % is set by controls: 0 for no effect and ±100 for the full control effect; nearly all actives have a fitted effect of over 60% in size
#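 Two sequential reads on A549 ARE_Fluc cells exposed to compound for 18-24 h: a CellTiter-Fluor fluorescence read for viability, then a luciferase luminescence read for Nrf2/ARE activity.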
# IL2 activator: activators of IL-2. IL-2 activation reporter assay, cell-based qHTS; stimulated with anti-CD3/CD4/CD28 beads; in transgenic mouse T cells. activation, % (series mostly up to about 46 µM). hit rate 0.065% among 360,000; in the data active = activation above about 50%; inconclusive = mostly about 30% to 49%; note: 0% is about no effect
#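 Using fluorescent plate cytometry, EGFP and DsRed are detected in transgenic mouse T cells stimulated 18 h at 37 degrees C with antibody-coated beads after 60 min compound pretreatment.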
# ATXN2 expr inh: reduces ATXN2 reporter expression in HEK-293 cells | HEK-293 ATXN2-luciferase reporter, luminescence, 24 h | hit rate 0.72% among 360,000 | AID 1745845 | Potency, µM (titrated, usually from 57 µM), for inactives: at the top dose activity change, negative = inhibition, actives largely listed as inhibitors; note: potency is the fitted concentration of half-maximal effect; % is set by controls: 0 for no effect and ±100 for the full control effect; nearly all actives have a fitted effect of over 55% in size
#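 ATXN2-luciferase reporter cells (luciferase flanked by upstream and downstream ATXN2 gene portions) were treated 24 h at 37 °C with compounds at up to 57 uM. SteadyGlo luminescence gave expression; GF-AFC fluorescence gave viability.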
# EPAC2 ag: agonists of human EPAC2 (RAPGEF4). EPAC2 activation, biochemical qHTS; response scale: 100% = 6.5 mM cAMP response. Potency, µM (series often up to 154 µM), without a hit: at the highest dose activation, usual class: activators. hit rate 0.079% among 360,000; note: potency is the fitted concentration of half-maximal effect; nearly all actives have a fitted effect of over 50% in size
# Target sequence (Q8WZA2 whole entry, looked up): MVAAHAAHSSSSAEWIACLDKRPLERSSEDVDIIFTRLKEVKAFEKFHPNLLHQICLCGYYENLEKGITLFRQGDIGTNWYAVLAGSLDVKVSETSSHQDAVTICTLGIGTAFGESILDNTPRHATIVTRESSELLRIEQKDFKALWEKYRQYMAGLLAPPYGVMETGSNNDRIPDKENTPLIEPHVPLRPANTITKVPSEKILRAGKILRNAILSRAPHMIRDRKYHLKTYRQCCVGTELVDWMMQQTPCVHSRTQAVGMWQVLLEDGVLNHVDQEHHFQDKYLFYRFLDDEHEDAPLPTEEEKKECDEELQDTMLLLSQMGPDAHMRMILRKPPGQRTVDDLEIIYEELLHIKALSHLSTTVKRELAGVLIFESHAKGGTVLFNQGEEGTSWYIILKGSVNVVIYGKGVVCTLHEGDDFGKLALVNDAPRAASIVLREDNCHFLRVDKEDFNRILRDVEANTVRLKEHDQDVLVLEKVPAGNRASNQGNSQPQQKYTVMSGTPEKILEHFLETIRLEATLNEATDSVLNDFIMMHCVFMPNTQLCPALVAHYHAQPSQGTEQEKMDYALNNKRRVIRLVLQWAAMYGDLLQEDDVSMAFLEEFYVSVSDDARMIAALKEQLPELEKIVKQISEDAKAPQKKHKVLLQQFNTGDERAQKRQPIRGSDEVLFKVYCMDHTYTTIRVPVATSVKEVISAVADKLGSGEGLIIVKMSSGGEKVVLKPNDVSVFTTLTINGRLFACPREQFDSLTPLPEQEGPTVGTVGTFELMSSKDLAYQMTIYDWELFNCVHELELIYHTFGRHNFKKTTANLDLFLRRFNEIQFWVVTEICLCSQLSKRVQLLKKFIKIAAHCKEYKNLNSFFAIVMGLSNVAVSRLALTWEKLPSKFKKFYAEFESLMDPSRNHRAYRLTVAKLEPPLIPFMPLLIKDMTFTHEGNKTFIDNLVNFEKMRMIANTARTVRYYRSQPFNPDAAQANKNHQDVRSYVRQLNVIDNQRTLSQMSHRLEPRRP
#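 qHTS, titration series. 100 nM EPAC2 / 250 nM Rap1B-BODIPY-GDP / 50 uM GDP; RT; ex 480/em 540 nm, 5-min reads to 30 min. Norm. to 6.5 mM cAMP = activation.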
# TGFb SMAD3 inh: TGF-b pathway inhibition; HepG2 CAGA-GFP TGF-b/SMAD3 reporter, GFP fluorescence, 18 h; TGF-beta stimulated, 500 pg/mL final; Potency, µM (highest dose often 46.1 µM), for inactives: top-dose activity, negative = inhibition, most hits filed as inhibitors; hit rate 1.2% among 410,000; note: potency is the fitted concentration of half-maximal effect; % is set by controls: 0 for no effect and ±100 for the full control effect; nearly all actives have a fitted effect of over 65% in size
#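 HEPG2 CAGA-GFP reporter cells (1000/well, DMEM with 1% FBS) received compounds, then recombinant TGF-beta at 500 pg/mL final for 18 hours at 37 degrees C. Per-cell GFP summed per well was normalised to unstimulated and stimulated DMSO controls before curve fitting.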
# HepG2 viability: HepG2 cytotoxicity, counter-screen for TGF-b inhibitors; HepG2 CAGA-GFP viability, ATP luminescence, 18 h; Potency, µM (highest dose often 46.1 µM), for inactives: at the highest dose activity change, negative = cytotoxicity, actives largely listed as cytotoxic; hit rate 0.76% among 410,000; note: potency is the fitted concentration of half-maximal effect; some results filed as inactive show a strong effect at the top dose
#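 CellTiter-Glo luminescence gave cytotoxicity after 18 hours at 37 degrees C. The cells were HepG2 CAGA-GFP in 1% FBS DMEM, stimulated with 500 pg/mL TGF-beta after compound addition. %Activity was normalised to no-cell wells (complete cell-killing) and DMSO (no toxicity), and curves were fitted and classified.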
# A549 viability: A549 cytotoxicity, counter-screen for Nrf2 inhibitors; hit rate 0.16% among 390,000; A549 ARE-Fluc cells, CellTiter-Fluor viability, 18-24 h; Potency, µM (highest dose often 46 µM), for inactives: at the top dose activity change, negative = cytotoxicity, usual class: inhibitors; note: potency is the fitted concentration of half-maximal effect; % is set by controls: 0 for no effect and ±100 for the full control effect
#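 Cytotoxicity counterscreen: CellTiter-Fluor fluorescence was measured in A549 ARE_Fluc cells after 18-24 h of compound exposure in a concentration series. The subsequent BugLite luminescent read reports ARE-luciferase activity.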
# * hit, by the source's call; i = inactive; ? = inconclusive; · = no result given; & = joins results of further samples; [ ] = remark or other dose. Unless noted, calls come from the whole dose curve; as a rule, active = well fitted curve in the direction sought with a large enough effect; inconclusive = small, poorly fitted or top-dose-only effect, or another doubt; inactive = no such curve, though single readings can be large; an effect the other way counts as inactive or inconclusive.
# Results follow in this order: IL2 activator, ATXN2 expr inh, TGFb SMAD3 inh, Nrf2 block, A549 viability, Nrf2 ARE act, HepG2 viability, EPAC2 ag, ATXN viability
> N#CC1=C(N)N2C(=C(C#N)C13CCCCC3)SC1CCCCC12O (centres undefined)
    -3.0, -9%, 4%, ?, ·, 0.6%, -30%, 15%, i
> O=C(O)C1CSC2c3ccccc3C(=O)N12 (centres undefined)
    2.0, 0%, -2%, 5%, -8%, -0.2%, 6%, 4%, i
> CCCCN(C)CCN1C(=O)C2C(C(=O)Nc3ccc(OC)cc3)C3C=CC2(O3)C1C(=O)NC1CCCCC1 (centres undefined)
    -1.1, -19%, -17%, -13%, ?, 2.0%, -23%, 3%, ?
> COCCNC(=O)CSc1nc(-c2ccccc2)c(-c2ccccc2)o1
    1.3, -28%, -22%, -18%, -1%, 1.5%, -20%, 3%, i
> CC1CC1C(=O)NCCc1ccc(Cl)cc1 (centres undefined)
    -0.6, 15%, 1%, 3%, 3%, -0.5%, -11%, 4%, i
> COc1cccc(C(=O)N/N=C/c2ccc(OC)c(COc3ccccc3C(N)=O)c2)c1
    -6.1, -20%, -21%, ?, -19%, -0.1%, -16%, 14%, i
> COc1ccc(S[C@@H](CCN2CC[C@H](O)CCC2=O)c2ccccc2)cc1
    -0.5, 5%, ?, 17%, 0%, 0.4%, -10%&-5%, 3%, ?
> Cc1cccc(C)c1NC(=O)c1ccc(OCc2c(C)noc2C)cc1
    1.2, ·, 11%, -9%, 9%, -0.1%, -14%, 4%, i
> COc1cc2c(cc1NC(=O)c1cc(-c3ccncc3)nc3ccccc13)oc1ccccc12
    -3.9, ?, 6%, -6%, 1%, 2.5%, -3%, -5%, i
> CCOc1cc(C2C(C#N)=C(N)Oc3cc(N)ccc32)ccc1O (centres undefined)
    0.2, 17%, 13%, 5%, 1%, 3.8%, -8%, 11%, i
> CSc1nnc2n(-c3cccc(C)c3)c(=O)c3c4c(sc3n12)CCCC4
    ·, -3%, 8%, 5%, -14%, -1.1%, -21%, ·, ?
> CSc1ccc(CNCCCSc2ncccn2)cc1
    0.7, -10%, 0%, 17%, 6%, 2.9%, -5%, 11%, i
> O=C(C1CCC(=O)N1C1CCCCC1)N1CCN(c2ccc(F)cc2)CC1 (centres undefined)
    0.1, 0%, 1%, 1%, 0%, -0.3%, -36%, 11%, i
> Cc1cc(C)cc(NS(=O)(=O)c2ccc(-c3cc(C)no3)s2)c1
    ·, ·, -38%, ?, 4%, -0.9%, -18%, ·, ·
> Cn1ccc2c(OCC(=O)Nc3ccc([N+](=O)[O-])cc3)cccc2c1=O
    ·, -3%, 3%, 2%, 0%, -1.1%, -32%, ·, i
> Cc1ccc(C(CNS(=O)(=O)c2ccc(F)cc2)N2CCN(C)CC2)cc1 (centres undefined)
    0.7, 0%, -10%, 0%, 0%, -0.5%, -9%, 16%, i
> N#CN(CC(N)=O)c1nc(N2CCCCC2)nc(N2CCCCC2)n1
    0.4, -10%, 7%, ·, -4%, 0.0%, -4%, -3%, i
> COc1cc(NC(=O)CSC2=Nc3ccccc3N=C(c3ccc(F)cc3)C2)cc(OC)c1
    ·, 8%, -2%, ·, 0%, -1.5%, -7%, ·, i
> Cc1ccc(N(CC(=O)O)S(C)(=O)=O)cc1Cl
    1.8, -3%, 2%, -10%, -12%, 2.3%, -18%, 8%, i
> CCN(CC)S(=O)(=O)c1ccc2c3c(cccc13)C(=O)N2
    1.1, -16%, -2%, -15%, 1%, 0.5%, -1%, 6%, i
> FC(F)(F)c1cccc(N2CCN(C(=S)NCC3CCCO3)CC2)c1 (centres undefined)
    1.4, -21%, ?, 13µM*, ?, 3.2%, -12%, -8%, i
> O=C(Cc1cccs1)Nc1nc(-c2ccc(F)c(F)c2)cs1
    -0.7, -27%, -4%, ?, 5%, 2.7%, -18%, 19%, i
> Cc1ccc(S(=O)(=O)N2CCCC2)cc1[N+](=O)[O-]
    0.0, -9%, 0%, 7%, -3%, 0.2%, 2%, 0%, i
> C=CCN1C(=O)c2ccc(C(=O)N(C)CC(=O)Nc3ccccc3Br)cc2C1=O
    0.6, 6%, -29%, 7%, -2%, -0.5%, -28%, 6%, i
> Cc1cc(=O)[nH]c(SCC(=O)N(CCC#N)c2ccccc2)c1C#N
    0.3, 11%, 4%, 26%, 2%, -0.5%, 1%, 1%, i
> O=C(NCCc1c[nH]c2ccccc12)/C(=C\c1cccnc1)NC(=O)c1ccccc1F
    -0.1, 3%, 30%[activator], ?, -8%, -0.1%, -42%, 2%, ?
> Cc1ccc2nc(-c3cccnc3)c(Nc3ccc(C(C)C)cc3)n2c1
    ·, 14%, 2%, -2%, 1%, -0.4%, 2%, ·, i
> COc1ccc(S(=O)(=O)NC(CC(=O)NCc2ccco2)C(C)C)cc1 (centres undefined)
    -1.2, -6%, -5%, ·, 8%, 0.0%, -2%, -4%, i
> CCOc1ccc(NC(=O)c2cccc(NC(C)=O)c2)cc1S(=O)(=O)N1CCCC1
    -2.5, -14%, 6%, ?, 0%, -0.5%, -5%, -4%, ?
> CCc1nnc2c3ccccc3nc(Nc3ccccc3OC)n12
    ·, -7%, 4%, 7%, 1%, 1.0%, -4%, ·, i
> O=C(/C=C/c1ccccc1)NC(=O)c1ccccc1O
    -0.7, ·, -6%, 25%, 12%, ?, -27%, 2%, i
> O=C(NCCc1cccs1)c1ccc(Cl)c(Cl)c1
    -2.0, 50%[activator], -5%, ?, 0%, 2.4%, -7%, 12%, i
> CCOC(=O)c1ccccc1NC(=O)c1ccc2nc[nH]c2c1
    -1.3, 1%, 3%, -26%, 6%, 0.1%, -13%, 8%, i
> CC(C)N(Cc1ccccc1)C(=O)COC(=O)c1cc[n+]([O-])cc1
    1.3, ·, -3%, 8%, -1%, 0.3%, -2%, 4%, ?
> Cn1c(C(C#N)C(=O)Cc2cccc3ccccc23)nc2ccccc21 (centres undefined)
    -0.4, -10%, 3%, 10%, 6%, 2.1%, -11%, 6%, i
> O=C(c1ccc2c(c1)N(Cc1ccccc1)C(=O)c1ccccc1S2(=O)=O)N1CCC(Cc2ccccc2)CC1
    ·, ·, ·, -9%, -4%, -0.4%, 3%, ·, ·
> Cc1ccc(NC(=O)C(=O)NCC(c2cccnc2)N2CCN(c3ccccc3F)CC2)cc1Cl (centres undefined)
    ·, ·, -2%, 20%, 0%, -0.8%, -9%, ·, ·
> NC(=O)C1CCN(CC(=O)c2c[nH]c3ccc(F)cc23)CC1
    -0.2, -2%, 0%, 3%, 5%, 2.8%, -6%, 5%, i
> CC(=O)Nc1cc(-c2ccc(N3CCN(C)CC3)cc2)cn2c(-c3ccc(F)cc3)cnc12
    -0.9, ?, ?, ·, ·, 8.1%, -89%, 6%, ·
> Cc1nc(SCC(=O)Nc2ccc(F)cc2)c(C#N)c(C)c1CC(=O)c1ccc(Br)cc1
    -0.2, ?, ?, 13µM*, 12µM*, 0.0%, 13%, 3%, ?
> CC(C)(C)N(Cc1ccccc1)C(=O)CN1C(=O)NC2(CCCCCC2)C1=O
    -0.6, 8%, 1%, 12%, 1%, 1.4%, 5%, -3%, i
> CCn1c(C)nc2cc(C(=O)NNC(=O)CCC3CCCC3)ccc21
    0.1, 3%, 0%, -16%, 1%, 2.9%, 9%, 5%, i
> CCCn1c(N)c(N(CCOC)C(=O)c2ccccc2F)c(=O)[nH]c1=O
    -0.2, 10%, -1%, 7%, 1%, -0.2%, 7%, 5%, i
> Cc1ccc(C(=O)Nc2ccccc2N2CCCC2)cc1S(=O)(=O)N1CCOCC1
    0.9, -20%, -2%, -5%, 2%, 0.5%, -13%, -6%, i
> Cc1ccc(-c2n[nH]c(=O)c3ccccc23)cc1S(=O)(=O)Nc1ccc(F)cc1
    -2.0, -20%, -10%, ?, 1%, 0.0%, -2%, -1%, i
> Cc1ccc(NC(=O)c2oc3c(c2C)-c2[nH]ncc2CC3)c(Cl)c1
    ·, ·, 0%, ?, -2%, 7.1%, -24%, ·, ·
> CCOC(=O)C1CCCN(C(=O)CC(C)c2ccccc2)C1 (centres undefined)
    -2.1, 66%[activator], -1%, ?, 4%, -0.3%, -11%, 8%, i
> COc1cc(OC)c2c(c1)C(=O)OC2
    -2.3, 4%, 9%, -2%, -2%, 0.3%, 15%, 7%, i
> COc1ccc(CCN(Cc2cccs2)S(=O)(=O)c2ccc(S(=O)(=O)N3CCC(C)CC3)cc2)cc1OC
    -1.2, -7%, -5%, 7%, 2%, 0.1%, 1%, -18%, i
> COC(=O)c1ccc(Cl)c(NC(=O)c2cccc([N+](=O)[O-])c2C)c1
    -1.6, -4%, -4%, -21%, -1%, 1.6%, 2%, 5%, i
> O=C(Nc1ccccc1)c1ccccc1NC(=O)c1ccccc1C(=O)O
    2.0, 63%[activator], 9%, ?, 9%, 2.7%, 17%, 16%, i
> O=C(NCCc1ccccc1)C(=O)NCC1OCCN1S(=O)(=O)c1ccc([N+](=O)[O-])cc1 (centres undefined)
    -1.2, 7%, -2%, -19%, -5%, 2.4%, -17%, 14%, i
> CCCOc1ccc(C(=O)Nc2ccc(NC(=O)c3cccs3)cc2)cc1
    0.1, -17%, 47%[activator], 6%, 0%, 2.2%, 16%, 2%, i
> COc1cccc(C(=O)N2CCC(C(=O)N3CCN(C)CC3)CC2)c1
    -0.2, -8%, 4%, -1%, 2%, 0.7%, -5%, 4%, i
> CC(C)(C)C1CCc2c(sc(NC(=O)c3ccco3)c2C(N)=O)C1 (centres undefined)
    -0.6, -7%, 0%, -8%, -3%, 3.4%, -43%, -14%, i
> COc1ccc(Cn2ccc3nc(C)c(C(=O)Nc4cccc(SC)c4)cc3c2=O)cc1
    ·, -29%, ?, -25%, 0%, 7.1%, -7%, ·, i
> Cc1ccc(S(=O)(=O)N2CCCC(C(=O)NNCC(=O)Nc3cc(F)ccc3F)C2)cc1 (centres undefined)
    0.2, -21%, ?, ?, 0%, 0.4%, -10%, 24%, i

# Screens from PubChem BioAssay.
